Source: PubChem BioAssay
GCN5L2 inh – inhibitors of human GCN5L2 histone acetyltransferase; GCN5L2 HAT assay, ThioGlo1 CoA-SH fluorescence; Potency, µM (top dose mostly 58.9 µM), for the others: at the highest dose activity change, negative = inhibition, hits mostly inhibitors; hit rate 0.21% among 390,000
Target sequence (Q92830 whole entry, looked up): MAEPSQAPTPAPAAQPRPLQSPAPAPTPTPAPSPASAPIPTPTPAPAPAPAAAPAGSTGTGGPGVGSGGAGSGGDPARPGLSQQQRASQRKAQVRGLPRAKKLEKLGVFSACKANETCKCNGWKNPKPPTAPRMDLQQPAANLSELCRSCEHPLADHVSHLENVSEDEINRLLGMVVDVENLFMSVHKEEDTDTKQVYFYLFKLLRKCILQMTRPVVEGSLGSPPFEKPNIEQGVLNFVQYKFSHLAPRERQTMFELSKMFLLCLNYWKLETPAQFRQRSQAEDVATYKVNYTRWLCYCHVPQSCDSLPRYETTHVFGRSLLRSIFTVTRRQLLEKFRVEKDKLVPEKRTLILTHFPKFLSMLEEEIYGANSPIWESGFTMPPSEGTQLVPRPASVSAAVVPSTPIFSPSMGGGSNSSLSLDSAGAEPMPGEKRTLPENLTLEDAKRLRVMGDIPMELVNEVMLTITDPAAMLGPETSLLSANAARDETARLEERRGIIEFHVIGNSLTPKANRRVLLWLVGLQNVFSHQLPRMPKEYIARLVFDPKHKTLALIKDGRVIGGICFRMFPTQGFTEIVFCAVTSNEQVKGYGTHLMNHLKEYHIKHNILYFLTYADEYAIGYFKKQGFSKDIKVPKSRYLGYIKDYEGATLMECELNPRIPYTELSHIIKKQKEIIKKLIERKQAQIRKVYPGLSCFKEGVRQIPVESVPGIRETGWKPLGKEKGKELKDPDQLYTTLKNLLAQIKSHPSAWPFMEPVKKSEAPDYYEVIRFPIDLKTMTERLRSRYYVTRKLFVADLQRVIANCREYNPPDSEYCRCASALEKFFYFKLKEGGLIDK
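Preincubate 20nM GCN5L2 with compound 15 min, RT → add 50uM ThioGlo1 + 75uM H3(1-25) + 70uM acetyl-CoA → read fluorescence 0 and 20 min. Primary qHTS; fluorescent artifacts likely.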
TDP1 cell CPT – DT40-hTDP1 cell growth loss with CPT | chicken DT40 Tdp1-/-;hTDP1 cells + 20 nM CPT, ATP luminescence, 48 h | Potency, µM (highest dose often 46.2 µM), for inactives: at the highest dose activity change, negative = growth inhibition, most hits filed as inhibitors | hit rate 12% among 420,000 | AID 686979; further: nearly all actives have a fitted effect of over 55% in size
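Cell growth measured by CellTiter-Glo luminescence after a minimum 48 h, 37 C compound exposure with 20 nM CPT in Tdp1-knockout DT40 cells stably expressing hTDP1, seeded 400/well; qHTS titration format.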
FEN1 inh – human FEN1 inhibition. P39748. Recombinant FEN1 flap cleavage, fluorescence, 15 min. Potency, µM (top dose mostly 114 µM), without a hit: top-dose activity change, negative = inhibition, usual class: inhibitors. hit rate 0.35% among 390,000. AID 588795; further: nearly all actives have a fitted effect of over 65% in size
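Recombinant FEN1 (10 nM) was preincubated with pin-transferred compounds for 15 min at room temperature, then flap DNA substrate (50 nM final) was added. Plates were read at 0 and 15 min, and normalized concentration–response data were fitted to a four-parameter Hill equation.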
The depositor's hits bear a star; ? = inconclusive; . = no result given; & = joins results of further samples. The call rests on the fitted dose curve; in most records, active means well fitted curve in the direction sought with a large enough effect; inconclusive means small, poorly fitted or top-dose-only effect, or another doubt; inactive means no such curve, though single readings can be large; an effect the other way counts as inactive or inconclusive. On the % scale 0 is the no-effect control and ±100 the full control effect; potency means the concentration at half of the fitted maximal effect. The list is partial (hit frequency here may not be typical).

molecule	GCN5L2 inh	TDP1 cell CPT	FEN1 inh
Cc1nn(C)c(C)c1/C=N/N=C1\CCC2C3CCc4cc(O)ccc4C3CCC12C (stereo unspecified)	-8.3%	?	-8.7%
CSc1nnc(Cc2cc(=O)[nH]c(=O)[nH]2)n1-c1cc(C)ccc1C	3.3%	-8.9%	-15.3%
CCCOc1ccc(C2C(=O)N(C3CCC(C)CC3)CC(=O)N2CCc2ccccc2)cc1OC (stereo unspecified)	-11.3%	?	4.9%
O=C(Cn1nc(C(F)F)cc1C1CC1)NCCC1=CCCCC1	-25.7%	-21.8%	-0.1%
O=C(COC(=O)Cc1ccsc1)NCc1ccc(Cl)cc1	0.1%	?	21.9%
COc1ccc2c(c1)cc(C(=O)N[C@H](C(=O)N1CCC(C(=O)O)CC1)C(C)C)n2C	2.9%	-13.2%	19.9%
CCc1ccc2c(CN3CCN(Cc4ccccc4)CC3)cc(=O)oc2c1	-0.3%	-23.1%	-11.0%
CCc1ccc(-c2nc(CS(=O)CC(=O)NCc3cccnc3)c(C)o2)cc1 (stereo unspecified)	3.2%	3.2%	-8.3%
CC1CCN(S(=O)(=O)c2ccc3nc(N4CCN(c5ccccc5F)CC4)ccc3c2)CC1	-2.7%	-13.6%	9.4%
Cc1ccc(Cn2nnc(C(=O)Nc3cc(C)ccc3C)c2N)cc1	-0.3%	?	-2.5%
Cc1ccc(CNCc2ccc3c(c2)n(C)c(=O)n3C)cc1	5.3%	-14.9%	0.1%
CCc1nnc(SCc2nc(-c3cccc(Cl)c3)oc2C)c2cc3sc(C)cc3n12	-0.8%	-29.4%	11.5%
Cc1nn(-c2ccccc2)c(Cl)c1C(=O)NCC(C)c1ccccc1 (stereo unspecified)	-1.3%	?	1.1%
CCCCn1c(N2CCC(Cc3ccccc3)CC2)nc2c1c(=O)[nH]c(=O)n2C	-17.9%	23.1µM*	-15.0%
O=C(Nc1ccc(N2CCCC2)cc1)c1cccc(Cl)c1	2.6%	-23.6%	5.7%
O=C(c1ccc(S(=O)(=O)N2CCCC2)cc1)N1CCCCCC1	-5.5%	-25.0%	-0.2%
COC(=O)c1ccc(N=Cc2c(-c3ccccc3)[nH][nH]c2=O)cc1	-10.9%	-4.7%	-17.7%
CCn1ccc(C(=O)Nc2ccc(S(=O)(=O)Nc3ccccc3OC)cc2)n1	-1.5%	-10.9%	0.1%
O=C(/C(=C/c1cccnc1)n1ccnc1)c1ccc(Cl)cc1Cl	-6.3%	16.4µM*	2.5%
Cc1onc(-c2ccccc2Cl)c1C(=O)Nc1ccc(-n2nncc2-c2ccco2)cc1	-0.7%	?	8.3%
COc1ccc(N(CC(=O)Nc2cccc(F)c2)S(=O)(=O)c2c(C)[nH]c(=O)[nH]c2=O)cc1	-3.5%	9.8%	-0.1%
O=C(O)CSc1ncnc2sc3c(c12)CCCC3	-17.9%	-2.1%	3.7%
CCNC(=O)CN(c1ccc(OC)c(OC)c1)S(=O)(=O)c1ccccc1	1.7%	-13.7%	-3.8%
O=C(COC(=O)c1ccc(Cl)cc1[N+](=O)[O-])NCc1ccco1	-2.0%	7.9%	-13.2%
COc1cc2c(cc1NC(=S)NC(=O)/C=C/c1ccc(OC)c(OC)c1)oc1ccccc12	-1.9%	5.6%	0.9%
COc1ccc(-c2nc(NC(=O)C3CC(=O)N(c4ccc5c(c4)OCCO5)C3)sc2C)cc1 (stereo unspecified)	-17.5%	6.31µM*	-1.8%&2.7%
Cc1cccc(N2CCN(C(=S)NCCc3ccccc3)CC2)c1C	-12.8%	-1.0%	-1.3%
COc1ccc(S(=O)(=O)NCc2ccncc2)cc1NC(=O)c1ccccc1C	-3.4%	?	-5.2%
CC(=O)c1ccc(OCC(=O)N2CCN(S(=O)(=O)c3ccc(C)cc3C)CC2)cc1	-3.1%	?	4.1%
Cc1ccc(S(=O)(=O)N2CCN(C(=O)COC(=O)c3c(C)noc3C)CC2)c(C)c1	-2.9%	-14.3%	-5.2%
CCOC(=O)c1csc(NC(=O)c2ccccc2)n1	-5.0%	-23.9%	-10.8%
CN(C)C(=O)c1ccc(NC(=O)CSc2nnc(-c3ccc4c(c3)OCO4)o2)cc1	-18.5%	-16.2%	5.8%
N#Cc1ccccc1Sc1ccccc1C(=O)OCC(=O)NC1CCS(=O)(=O)C1 (stereo unspecified)	-7.1%	2.8%	-5.1%
NCCCn1c(C(=O)c2cc(Cl)c(N)c(Cl)c2)c2ccc([N+](=O)[O-])cc2[n+]1[O-]	-7.3%	0.651µM*	-23.6%
CC1=NN(c2ccccc2C)C(=O)C1	.	3.2%	-11.4%
Cn1cc(S(=O)(=O)NC(c2ccccc2)c2ccccc2)c(=O)n(C)c1=O	-14.0%	-14.7%	9.3%
Cc1cccc(N2CCN(C(=O)Cn3ncc4c([nH]c5ccccc54)c3=O)CC2C)c1 (stereo unspecified)	-5.2%	?	20.2%
COc1ccc(/C(C)=N/NC(=O)CNC(=O)/C=C\c2ccccc2)c(OC)c1	-2.3%	24.1%	1.9%
O=C(NCC1CCCN1S(=O)(=O)c1cccs1)C(=O)Nc1ccccc1Cl (stereo unspecified)	0.1%	?	-1.2%
COc1ccc(C(=O)Cn2nnc(-c3ccccc3NC(=O)C(F)(F)F)n2)cc1	-11.5%	1.4%	-10.6%
O=C(NCCCN1CCOCC1)c1cc2c(s1)-c1ccccc1OC2	-20.7%	-29.9%	-17.2%
O=C(C[C@@H]1C/C=C\C[C@@H](Cc2ccc(F)cc2)C(=O)OC[C@@H]2CCCN2C1=O)N[C@H](CO)Cc1ccccc1	-6.5%	?	12.4%
CCOCCn1c(CN(C)Cc2ccccc2)nc2c1c(=O)n(C)c(=O)n2C	-23.6%	?	18.9%
O=C(c1snnc1-c1ccccc1)N1CCOCC1	-3.8%	-4.4%	-9.2%
COc1ccc(/C(C)=N/N2CCOCC2)c(O)c1	-4.2%	2.7%	16.9%
Cc1ccc(C)n1-c1ccc(N(C)C)cc1	-2.9%	?	-0.5%
COc1ccc(C2CC(=O)N(Cc3ccccc3C)c3c2c(C)nn3-c2nc(C)cc(C)n2)c(OC)c1 (stereo unspecified)	-6.7%	?	4.6%
CCC(=O)Nc1ccc(NC(=S)NC(=O)Cc2ccccc2)cc1	-8.8%	-7.6%	-5.2%
Cc1ccc(C(=O)NC(=S)N2CCCC2)cc1	1.2%	6.1%	-5.6%
COc1ccc(OC)c(N(CC(=O)Nc2cccnc2)S(C)(=O)=O)c1	-2.4%	-2.5%	-4.6%

Following part.
molecule	GCN5L2 inh	TDP1 cell CPT	FEN1 inh
COc1ccc(C2c3c(n(C)c4ccccc34)C(=O)N2CC(=O)Nc2ccc(C)cc2Cl)cc1 (stereo unspecified)	-3.1%	?	-20.5%
COC(=O)Cc1cc(OC)c(OC)cc1S(=O)(=O)N(C)C	-6.8%	2.5%	11.2%
CC(C)(C)c1cc[n+](-c2[nH]c(=O)sc2/C=N/N=C(\[O-])c2cccnc2)cc1	0.7%	28.1%	?
CSc1ccc(NC(N)=S)cc1	-10.1%	-23.6%	-10.2%
CCN(CC)CCNC(=S)Nc1ccc2nc(N3CCN(C)CC3)cc(C)c2c1	-4.2%	25.9µM*	0.6%
COc1ccccc1N1CCN(C(=O)c2ccoc2C)CC1	-15.9%	-14.4%	-5.7%
CC(=O)CC(=O)Nc1ncc(C(F)(F)F)cc1Cl	-0.4%	4.2%	11.8%
COc1ccc(S(=O)(=O)N(CC(=O)NCc2cccnc2)c2ccc(C)cc2)cc1OC	0.1%	-6.3%	-2.4%
COC(=O)c1ccccc1NC(=O)CC#N	2.9%	-3.3%	-10.8%
COc1cccc(C(=O)/C=C/Nc2cccc(O)c2)c1	-12.8%	?	-8.7%
Cn1cc(SCC(=O)N2CCCc3ccccc32)c2ccccc21	-7.6%	?	6.8%
COc1ccc(C2C=C(c3ccccc3)Nc3nc(CCCO)nn32)cc1 (stereo unspecified)	-12.0%	-24.7%	4.1%
COc1ccccc1NS(=O)(=O)c1cc(NC(=O)c2cccs2)ccc1N1CCCCC1	-14.1%	16.4µM*	-6.1%
O=C(Cn1cnc2c(cnn2-c2ccc(Cl)cc2)c1=O)N1CCN(c2ccccc2)CC1	1.3%	2.0%	9.1%
COc1ccc(N2CCN(C(CNC(=O)C(=O)NCCCn3ccnc3)c3cccnc3)CC2)cc1 (stereo unspecified)	-2.2%	-7.1%	24.2%
Cc1cc(O)c(C2(O)C(=O)Nc3ccccc32)cc1C (stereo unspecified)	-10.7%	5.2%	2.6%
CCOc1ccc(NC(=O)c2c(Nc3ccccc3C)sc(C(=O)c3ccccc3)c2N)cc1	-12.6%	?	5.5%
COc1ccc(S(=O)(=O)N2CCCC2C(=O)n2nc(C)cc2C)cc1 (stereo unspecified)	-2.1%	?	-2.5%
Cc1ccccc1C(=O)Nc1ccc2nc(SCC(=O)N3CCc4ccccc43)sc2c1	-6.6%	5.17µM*	-1.8%
Cc1cnc(NC(=O)CSc2nnc(Cc3ccccc3)o2)s1	-1.8%	?	0.1%
COc1ccc(CNC(=O)CN(CC2CCCO2)C(=O)CNS(=O)(=O)c2ccc(F)cc2)cc1 (stereo unspecified)	-3.1%	-22.0%	2.6%
COC(=O)N/N=C/c1cn(CC(C)COc2ccccc2)c2ccccc12 (stereo unspecified)	-7.0%	?	-19.8%
Cc1cc(C(=O)COC(=O)CCc2nc3ccccc3c(=O)[nH]2)c(C)n1CC1CCCO1 (stereo unspecified)	-3.8%	-22.1%	7.4%
CCCCC[C@H](O)/C=C/C=C\CCCCCCCC(=O)O	0.2%&-7.2%	?	.
Cc1ccc(CN2C(=O)c3ccccc3CC2(C)C(=O)NC2CCCCC2)cc1 (stereo unspecified)	-4.7%	?	-5.7%
C=CCN1C(=O)C(CC(=O)NCC)SC1=Nc1ccc(S(N)(=O)=O)cc1 (stereo unspecified)	-1.3%	-0.8%	-1.2%
CS(=O)(=O)N1CCC2(CC1)CN(c1ccncc1)C2	-6.9%	-8.6%	.
O=S(=O)(c1cccc(-c2nnc3n2CCCCC3)c1)N1CCCC1	-2.9%	1.6%	-1.9%
COC(=O)CSC1=C(C#N)C(c2ccccc2F)CC(=O)N1 (stereo unspecified)	-8.8%	?	-0.9%
CCN(CC)C(=O)CSc1nc2ccccc2c(=O)n1-c1cccc(OC)c1	2.8%	?	4.6%
COc1ccc(-c2nc(-c3cccs3)no2)cc1	-20.2%	9.7%	3.1%
COc1cc2c(cc1OC)C(C)N(CC(=O)Nc1ccc(C)c(S(=O)(=O)N3CCOCC3)c1)CC2 (stereo unspecified)	-1.1%	?	0.2%
O=C(NCc1ccc(Cl)cc1)C1CCCO1 (stereo unspecified)	-11.5%	20.3%	-5.2%
Cc1ccc(NC(=O)CCCN2C(=O)COc3ccc(C)cc32)c(C)c1	-0.3%	?	-17.2%
CC(NC(=O)[C@@H](NC(=O)[C@@H]1Cc2ccccc2CN1)C(C)C)c1ccccc1 (stereo partly specified)	2.3%	-8.6%	-2.2%
Cc1ccc(S(=O)(=O)N2CCC(C(=O)OCCOc3cccc(C)c3)CC2)cc1	-8.1%	-4.3%	5.7%
Brc1cccc(CN2CCCCCC2)c1	-4.6%	-16.0%	-5.4%
Cc1ccc(N2C(=O)CCSC23C(=O)Nc2ccccc23)cc1 (stereo unspecified)	.	-25.7%	2.4%
Cc1cc(=O)[nH]c(Nc2ccc(N(C)C)cc2)n1	1.7%	15.1%	-17.8%
CCOP(=O)(OCC)C(Nc1ccccc1)c1cc(OC)ccc1OC (stereo unspecified)	-6.6%	?	1.8%
COc1ccc(-c2noc(CSc3nc(-c4ccccc4)cc(=O)[nH]3)n2)cc1	?	-28.0%	-6.4%
COC(C[C@@H]1O[C@@H]1C(=O)[C@@H](C)OCc1ccccc1)OC	.	-25.6%	19.2%
O=C1[C@H](Cc2ccccc2)NCC=CC[C@H](c2ccc(Cl)cc2)N1Cc1ccc(Cl)cc1	.	23.1µM*	-25.4%
CCOC(=O)COc1cc([N+](=O)[O-])cc2cccnc12	-11.6%	5.4%	10.2%
CCCC12CN3CC(C)(CN(C1)C3c1ccc(CC)cc1)C2=O (stereo unspecified)	-3.3%	?	5.6%

Sorted by heavy-atom count (descending): three of the compounds above.
molecule	GCN5L2 inh	TDP1 cell CPT	FEN1 inh
Cc1ccc(N2C(=O)CCSC23C(=O)Nc2ccccc23)cc1 (stereo unspecified)	.	-25.7%	2.4%
COC(C[C@@H]1O[C@@H]1C(=O)[C@@H](C)OCc1ccccc1)OC	.	-25.6%	19.2%
Brc1cccc(CN2CCCCCC2)c1	-4.6%	-16.0%	-5.4%
